Screening results (PubChem)
HSF1 inh: HSF1 inhibitors in luciferase reporter cells, primary screen, cell-based, NIH3T3, luminescence; NIH3T3-HGL HSE-luciferase, MG132-induced, luminescence 8 h; stronger effect = lower value; actives 0.77% (n = 300,000); activity change, negative = inhibition, % at 7.5 µM (by protocol);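 active = more than half of replicate wells show activity change below -50%, luminescence cut by over half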;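 note: luciferase reports HSF-1 transcriptional activity via heat shock element; 0% = median of DMSO wells and -100% = zero luminescence signal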
KLF5 inh: KLF5 expression inhibitors, primary screen, DLD-1 cells, luminescence; DLD-1 KLF5 promoter-luciferase reporter; inhibition, % at 5 µM; actives 0.23% (n = 290,000);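 active = inhibition above a per-plate limit of that plate's mean compound inhibition plus 3 SD, cut at about 60% in these data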;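 note: 0% = DMSO wells and 100% = LY294002 at 200 µM; higher means less KLF5 promoter-driven luciferase light; inactives centre near -14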
aSyn UTR inh: MLPCN primary screen, SNCA 5' untranslated region. alpha-synuclein 5'UTR reporter, inhibitor activity. inhibition, % (tested at 7.5 µM). actives 0.82% (n = 300,000); in the data active = inhibition above about 60%;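 note: H4 neuroglioblastoma cells stably carrying SNCA 5'UTR luciferase fusion; 0% = DMSO wells and 100% = positive control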
PolyA inhibitor: polyadenylation inhibitors in yeast reporter cells, primary screen, luminescence, S. cerevisiae; S. cerevisiae SKY197-pL101 polyadenylation reporter, beta-gal luminescence; efflux-impaired pdr1/pdr3 knockout yeast; score 100 = 6 SD above DMSO; calls only at 12 µM; actives 0.02% (n = 300,000); AID 1875, 2009;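 active = lowest replicate activity score at least 50, where 100 means six control SD above control mean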;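 note: yeast exposed to compound for 9 h at 30 °C; higher score means more reporter readthrough which indicates perturbed polyadenylation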
GSK3A inh: blockers of GSK3A enzyme activity – biochemical, luminescence, cell-free homogeneous, HTS, primary screen. Glycogen synthase kinase-3 alpha (Homo sapiens), P49840. GSK-3 alpha kinase, ADP-Glo luminescence, 60 min. inhibition, % at 10 µM. actives 0.1% (n = 320,000). AID 2650, 2010;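 in the data active = inhibition above about 50%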;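 note: GST-tagged GSK-3 alpha with peptide substrate and 25 µM ATP; 0% = DMSO neutral wells and 100% = GW8510 positive control wells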
Target sequence (P49840 whole entry, looked up): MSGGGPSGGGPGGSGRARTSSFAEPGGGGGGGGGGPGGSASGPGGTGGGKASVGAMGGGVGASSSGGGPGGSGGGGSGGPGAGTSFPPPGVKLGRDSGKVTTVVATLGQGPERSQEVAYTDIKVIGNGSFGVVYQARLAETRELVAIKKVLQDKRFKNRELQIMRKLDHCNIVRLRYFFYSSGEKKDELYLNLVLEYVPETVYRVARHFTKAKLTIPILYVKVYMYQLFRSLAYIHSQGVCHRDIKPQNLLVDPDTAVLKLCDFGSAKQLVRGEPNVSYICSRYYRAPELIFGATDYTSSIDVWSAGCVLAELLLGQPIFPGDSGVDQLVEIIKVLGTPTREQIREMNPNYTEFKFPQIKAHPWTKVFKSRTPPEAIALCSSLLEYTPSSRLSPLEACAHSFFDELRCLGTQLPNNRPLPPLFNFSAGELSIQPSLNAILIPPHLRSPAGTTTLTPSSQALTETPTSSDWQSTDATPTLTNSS
HSF1 activator: HSF-1 activators, primary screen, NIH3T3-HGL cells, MG132 stress, luminescence, single point; NIH3T3-HGL HSF-1 luciferase reporter, 8 h; 100% = twice DMSO control signal; activation, % at 9 µM; actives 1.7% (n = 300,000); AID 504408, 2011;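 active = mean replicate activation of at least 50% with a set share of replicates each reaching 50%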;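 note: 0% = median of the neutral control wells and 100% = twice that signal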
IEC-6 tox: cytotoxicity in IEC-6 intestinal epithelial cells, primary screen, cytotoxicity control for KLF5 inhibitor project, cell-based, luminescence. IEC-6 cytotoxicity, luminescence viability. inhibition, % at 5 µM. actives 0.78% (n = 290,000). AID 1825, 2009; in the data active = inhibition above about 22%;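 note: 0% = plate median of test compound wells and 100% = cytotoxic reference compound wells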
HSP90 inh: HSP90 inhibitors, primary screen, cell lysate, luminescence; Heat shock protein HSP 90 (rabbit reticulocyte lysate; luciferase refolding); Rabbit reticulocyte lysate, luciferase refolding luminescence, 3 h; inhibition, % at 5.6 µM; actives 0.91% (n = 290,000);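 active = inhibition above the screen-wide mean plus 3 SD, computed separately per campaign, cut at about 16% in these data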;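 note: 0% = DMSO wells and 100% = 60 µM geldanamycin wells; inhibitors lower the luminescence because luciferase stays unfolded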
AI-2 QS modul: Vibrio harveyi AI-2 quorum sensing modulators, primary screen, JMH597 strain, luminescence/OD600 ratio | actives 0.4% (n = 300,000) | Vibrio harveyi JMH597 AI-2 luminescence/OD600 ratio, 9 h; stronger effect = lower value; strain lacks LuxN and CqsS sensors; 0 = neutral-control median | activity change, % at 7.5 µM; in the data active = activity change below about -75%, passing the limit was not always enough;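 note: luminescence divided by OD600 gain over 9 h not by final OD600 alone; inactives centre near 13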
GSK3B inh: human GSK3beta kinase inhibitors, primary screen, biochemical, cell-free homogeneous, HTS; actives 0.038% (n = 300,000); AID 2097, 2009; GST-GSK3beta kinase, ADP-Glo luminescence, 60 min; stronger effect = lower value; activity score (negative = inhibition), % at 10 µM;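 active = more than half of replicate wells score below -50%, meaning over 50% inhibition versus plate controls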;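 note: 0% = median DMSO wells and -100% = median GW8510 positive control wells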
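Test system – GST-tagged human GSK3beta kinase, cell-free · Incubation – 60 min enzyme reaction, room temperature · Signal – ADP-Glo luminescence · Also added – peptide substrate and ATP at 25 µM · Controls – DMSO neutral wells and GW8510 at 20 µM as positive · Buffer or medium – Tris/MgCl2 kinase buffer · Measure – Luminescence-derived activity versus plate DMSO and GW8510 wells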
An asterisk follows results filed as active; i = inactive.

| cpd | Structure | HSP90 inh | HSF1 activator | IEC-6 tox | aSyn UTR inh | HSF1 inh |
| --- | --- | --- | --- | --- | --- | --- |
| 1 | CC(OC(=O)C1=Cc2ccccc2OC1)C(=O)NCc1ccco1 (stereo unspecified) | -1 | 3 | 0 | -18 | 5 |
| 2 | CCC(=O)Nc1ccc(NC(=O)c2cccc3ccccc23)cc1 | -4 | 2 | -3 | 6 | -1 |
| 3 | O=c1oc2ccccc2cc1-c1csc(Cc2nc(-c3ccc(Br)cc3)cs2)n1 | -4 | 5 | -3 | -5 | -1 |
| 4 | CCN(CC)c1ccc(/C=C(/C#N)c2nc3ccccc3[nH]2)c(OC(C)C)c1 | 16* | -49 | -5 | -211 | -46 |
| 5 | CCOc1ccc(NC(=O)CNC(=O)c2cn(-c3ccccc3OC)c(=O)c3ccccc23)cc1 | 3 | 8 | 2 | 11 | -5 |
| 6 | COc1cccc(NC(=O)c2sc3ncn(CC(=O)N4CCN(c5ccccn5)CC4)c(=O)c3c2C)c1 | -2 | -5 | -16 | 13 | 1 |

| cpd | AI-2 QS modul | KLF5 inh | GSK3A inh | PolyA inhibitor | GSK3B inh |
| --- | --- | --- | --- | --- | --- |
| 1 | 14 | -47 | -1 | i | 3 |
| 2 | 13 | -12 | 2 | i | 3 |
| 3 | 19 | -40 | -4 | i | 0 |
| 4 | 18 | -41 | -1 | i | 0 |
| 5 | 16 | -13 | -1 | i | -3 |
| 6 | -2 | -73 | 0 | i | 1 |

Three neighbouring records out of the list so far:
| cpd | Structure | HSP90 inh | HSF1 activator | IEC-6 tox | aSyn UTR inh | HSF1 inh |
| --- | --- | --- | --- | --- | --- | --- |
| 1 | CC(OC(=O)C1=Cc2ccccc2OC1)C(=O)NCc1ccco1 (stereo unspecified) | -1 | 3 | 0 | -18 | 5 |
| 2 | CCC(=O)Nc1ccc(NC(=O)c2cccc3ccccc23)cc1 | -4 | 2 | -3 | 6 | -1 |
| 3 | O=c1oc2ccccc2cc1-c1csc(Cc2nc(-c3ccc(Br)cc3)cs2)n1 | -4 | 5 | -3 | -5 | -1 |

| cpd | AI-2 QS modul | KLF5 inh | GSK3A inh | PolyA inhibitor | GSK3B inh |
| --- | --- | --- | --- | --- | --- |
| 1 | 14 | -47 | -1 | i | 3 |
| 2 | 13 | -12 | 2 | i | 3 |
| 3 | 19 | -40 | -4 | i | 0 |

Some of the compounds tested; count on the stated rates, not on these rows.
